Screening data: PubChem BioAssay, NCI
Growth percent in the NCI-60 one-dose screen (48 h, 10 µM unless noted): 100 = growth as untreated, 0 = no growth, -100 = all killed.
ACHN – ACHN renal cancer. AID 1794771. 81,000 compounds, 4.9% hits
NCI/ADR-RES – NCI/ADR-RES ovarian cells; 81,000 compounds, 4.4% hits; AID 1794790
786-0 – 786-0 renal cancer cells; AID 1794775; 81,000 compounds, 5.1% hits
UO-31 – UO-31 renal cancer | 81,000 compounds, 5.2% hits | AID 1794768
SN12C – SN12C renal cancer cells; 81,000 compounds, 3.8% hits; AID 1794767
CAKI-1 – CAKI-1 renal cancer; 75,000 compounds, 4.7% hits
IGROV1 – IGROV1 ovarian cancer | 79,000 compounds, 4.7% hits
TK-10 – TK-10 renal cancer cells; 81,000 compounds, 3.9% hits; AID 1794769
The depositor's hits bear a star; x = not tested or not shown; & = joins results of further samples. The calls were made as follows: active = growth percent below 10; inactive = the rest.

SMILES	ACHN	NCI/ADR-RES	786-0	UO-31	SN12C	CAKI-1	IGROV1	TK-10
CCOC(=O)c1cc(C(=O)c2ccc(OC)c(OC)c2)n2c1ccc1ccccc12	91	91	x	58	84	65	59	154
Cc1ccsc1[C@@H]1C[C@H](O)Cc2cc(OC(F)(F)F)ccc2N1	91	101	46	88	x	95	94	115
CCOC(=O)C1OC(Oc2ccc3c(C)cc(=O)oc3c2)[C@@H](OC(C)=O)C(OC(C)=O)C1OC(C)=O (some centres not stated)	103	102	100	88	102	94	108	100
CCCCC(C#N)C(N)=O (configuration not stated)	110	105	96	88	101	x	113	107
NS(=O)(=O)c1ccc(Cn2c(SCC(=O)N/N=C/c3ccc(F)cc3)nc3ccccc3c2=O)cc1	102	105	102	88	96	87	111	99
CCCCC(CC)COC(=O)c1nn(C(C)=O)c2cc(F)c(F)cc12 (configuration not stated)	107	99	94	96	x	96	100	101
O=C1c2ccccc2C(=O)c2cc(Cn3c[n+](Cc4ccc5ccccc5c4)c4ccccc43)ccc21	92	91	61	73	48	40	3.7*	68
CCOC(=O)c1c2c(c(C)n1C)-c1nc(Nc3ccccc3)ncc1CC2	68	78	90	70	81	53	61	53
COc1ccc(C(=O)/C=C/c2ccc(C)cc2)cc1S(=O)(=O)NNC(=O)c1ccncc1	105	106	102	88	102	97	109	96
O=C(COc1cccc(/C=C2/Oc3ccccc3C2=O)c1)Nc1nccs1	112	83	91	-53*	70	37	-35*	84
Cn1ncc(CC(=O)O)c1NC(=O)c1ccc(Cl)cc1N	104	47	106	101	87	97	127	102
O=C(NCc1cccnc1)c1cc(-c2csc3c(=O)cc(N4CCOCC4)oc23)cc2c1OCCO2	34	89	43	30	42	31	7.2*	14
O=C(NCc1ccccc1)C(=O)c1cn(CCCn2cc(C(=O)C(=O)NCc3ccccc3)c3ccccc32)c2ccccc12	101	97	x	76	103	88	103	101
O=S(=O)(NCCCNc1nccc(-c2c(-c3ccccc3)nc3occn23)n1)c1ccc(Cl)cc1	58	88	83	44	68	62	76	102
CC(CC(CCC(=O)O)(c1ccccc1)c1ccccc1)N(C)C (configuration not stated)	106	108	98	91	99	95	107	98
OCNc1nc(NCO)nc(-c2ccccn2)n1	105	104	106	76	101	96	108	118
Nc1ncc(-c2ccc3ncnc(Nc4ccc(F)c(Cl)c4)c3c2)cn1	-74*	59	6.2*	12	37	x	1.7*	x
O=C(CC(=O)C(F)(F)F)c1cc2ccccc2s1	86	69	73	85	80	88	78	93
CN(C)c1nc(-c2ccccc2)c(/C=C2\SC(=S)N(CCCCCCCCCCC(=O)O)C2=O)s1	82	90	100	68	88	69	91	92
Nc1nnc(CCC(=O)Nc2nnc(-c3ccccc3)s2)s1	104	97	92	97	105	97	109	97
CCOC(=O)OCCSCCOC(=O)OCC	105	106	103	83	109	90	110	107
Nc1cccc2c1C(=O)c1ccc(Cl)cc1C2=O	109	95	101	59	94	63	72	99
CC(=O)OC1OC(COS(=O)(=O)c2ccc(C)cc2)C(OC(C)=O)C(OC(C)=O)C1OC(C)=O (configuration not stated)	109	106	98	87	100	91	x	100
COC1CCC(N2C(=O)CNc3ncc(-c4ccc(C(C)(C)O)nc4)nc32)CC1 (configuration not stated)	7.0*	3.7*	6.6*	-11*	7.1*	-1.6*	-2.9*	-13*
Cc1nc2c(cnn2-c2ccccc2)c(=O)n1-c1ccc(N2C(=O)C=CC2=O)cc1	105	101	103	x	100	94	107	105
COc1ccc(-c2nnc(-c3cc(Cl)cc(Cl)c3Cl)o2)cc1	91	90	84	82	93	99	67	105
CCOC(=O)c1c(Cl)c2c(n1Cc1cc(OC)cc(OC)c1)-c1oncc1CCC2	48	8.4*	43	45	39	31	x	55
O=c1n(CC2CO2)c(=O)n(CC2CO2)c(=O)n1CC1CO1 (configuration not stated)	20	72	45	38	47	-7.8*	52	78
COc1cc(/C=N/NC(=O)CSc2nc3ccccc3c(=O)n2CCc2ccc(S(N)(=O)=O)cc2)cc(OC)c1OC	100	107	92	73	98	92	98	98
Nc1c(C(=O)Nc2ccc(Cl)cc2)cnn1-c1ccc(S(N)(=O)=O)cc1	114	96	96	107	95	135	111	111
COc1ccc(-c2cc(Cc3ccc(Cl)cc3)c(=O)[nH]n2)cc1	99	95	96	73	92	78	93	92
COc1cc(OC)cc(C2C(C#N)=C(N)Oc3c2ccc2ccc(O)cc32)c1 (configuration not stated)	16	-9.0*	13	19	10.0*	21	14	48
CC(/C=C1\SC(=S)N(CC(=O)NC(Cc2c[nH]c3ccccc23)C(=O)O)C1=O)=C\c1ccccc1 (configuration not stated)	96	103	102	64	95	87	101	122
NS(=O)(=O)c1ccc(Nc2nc(Nc3ccccc3)nc(-n3nc(-c4ccc(Cl)cc4)cc3-c3ccccn3)n2)cc1	46	86	79	57	55	35	58	81
CC(=O)Nc1cccc(Cl)c1	124	100&111	99&101	90&92	105&96	x	108	89&108
CCCCCCCCc1ccc(C(=O)Nc2cccc(CP(=O)(O)O)c2)cc1	105	101	92	95	x	89	106	95
C#CCOc1ccccc1C(OC(=O)c1ccc2ccccc2c1)C(=O)NC(C)(C)C(C)(C)C (configuration not stated)	97	102	100	75	97	89	102	101
COc1ccc(C=NCCN=Cc2ccc(OC)cc2)cc1	100	103	99	71	112	99	110	101
CN(C)CCCNS(=O)(=O)c1ccc(Cl)c([N+](=O)[O-])c1	108	101	108	93	105	102	103	116
CCCC(CCC)(C(=O)Nc1ccc2nc(C)cc(N)c2c1)C(=O)Nc1ccc2nc(C)cc(N)c2c1	97	102	96	82	98	92	95	91
CCOC(=O)C1=C(C)N=C2Sc3cc(C)c(C)cc3N2[C@H]1c1ccccn1	96	87	99	63	100	76	97	103
C=C(C)[C@@H]1CC[C@]2(C(=O)OC)CC[C@]3(C)[C@H](CC[C@@H]4[C@@]5(C)Cc6cc(C)oc6C(C)(C)[C@@H]5CC[C@]43C)[C@@H]12	107	105	100	85	100	x	109	88
Clc1nn2c(Cn3cnc4c(N5CCOCC5)ncnc43)nnc2c2ccccc12	71	95	102	87	100	92	79	140
Cc1cc(C(=O)NC2CC(C)(C)NC(C)(C)C2)c(C)o1	105	109	101	89	97	95	103	109
O=C(O)c1ccoc1	103	97	99	86	109	96	113	104
CCOC(=O)/C(=C\c1cccc(Br)c1)C(C)=O	97	112	104	96	93	100	110	x
CCOC(=O)c1cc(C(=O)N2c3ccccc3Sc3ccccc32)n2c3ccccc3n(C)c12	89	99	95	88	103	85	101	116
CCCCn1c(NC(C)=O)c(S(=O)(=O)c2ccccc2)c2nc3ccccc3nc21	106	98	105	92	103	104	76	100
COc1cc(C2=NN(C(C)=O)C(c3ccc(Oc4ccc(Cl)cc4)cc3)C2)cc(OC)c1OC (configuration not stated)	109	97	98	78	96	90	92	111
COc1ccn2c(C(=O)c3ccc(Br)cc3)cc(C(C)=O)c2c1	92	79	106	77	88	76	85	100

Continued:
SMILES	ACHN	NCI/ADR-RES	786-0	UO-31	SN12C	CAKI-1	IGROV1	TK-10
COC(=O)CC1(CC(=O)OC)OCCO1	100	108	93	95	105	96	101	90
CC(Sc1nc2sc3c(c2c(=O)n1-c1ccc(Cl)cc1)CCCC3)C(=O)Nc1nc(-c2cccc([N+](=O)[O-])c2)cs1 (configuration not stated)	97	94	103	76	97	89	93	96
Nc1ccc2cc(S(=O)(=O)O)cc(S(=O)(=O)O)c2c1N=Nc1ccc(S(=O)(=O)O)cc1	x	102	98	83	106	x	108	84
Cn1cc(/C=N/Nc2ccnc3cc(Cl)ccc23)c2ccccc21	-93*	-80*	-65*	-90*	-59*	-85*	-72*	-72*
O=C(CN1CCCC1)Nc1nc(-c2cc3ccccc3oc2=O)cs1	100	103	91	101	102	90	100	129
Nc1ccc2c(c1)Cc1cc(N)c(N)cc1-2	101	101	107	91	93	102	98	119
COc1cc2c(cc1OCCCN1CCN(CCCOc3cc4c(cc3OC)C(=O)N3CC(F)(F)C[C@H]3C=N4)CC1)N=C[C@@H]1CC(F)(F)CN1C2=O	78	111	86	82	55	35	61	115
NC(=O)c1c(NC(=O)COC(=O)Cc2ccccc2F)sc2c1CCC2	109	110	98	73	109	99	x	124
O=c1cc(CSc2nnc(SCc3cc(=O)oc4c3ccc3ccccc34)o2)c2ccc3ccccc3c2o1	102	94	109	81	x	97	95	99
Cc1nn(-c2ccc(Cl)cc2)c(=O)n1CCn1cnc2ccccc21	109	103	87	91	105	96	102	108

3 compounds from above, limited to 786-0:
Molecule	786-0
Nc1c(C(=O)Nc2ccc(Cl)cc2)cnn1-c1ccc(S(N)(=O)=O)cc1	96
COc1ccc(-c2cc(Cc3ccc(Cl)cc3)c(=O)[nH]n2)cc1	96
COc1cc(OC)cc(C2C(C#N)=C(N)Oc3c2ccc2ccc(O)cc32)c1 (configuration not stated)	13

Remaining list, next part:
SMILES	ACHN	NCI/ADR-RES	786-0	UO-31	SN12C	CAKI-1	IGROV1	TK-10
Nc1cc(C(=O)O)nc(N)n1	103	97	97	92	100	x	106	91
CC1=Nc2cnc(Nc3ccc(OCCN(C)C)cc3)nc2Nc2ccccc21	33	95	75	30	63	20	39	53
COC(=O)c1cc(-c2ccc(OC)cc2)[nH]c1N/N=C/c1ccc(Cl)cc1	107	137	83	89	99	120	149	116
COc1ccccc1N1C(=O)C=CC1=O	87	106	99	84	98	85	101	112
O=c1c2sc3ncccc3c2nc2ccccn12	112	105	100	93	98	93	96	130
CC(C)C(=O)NC(c1ccco1)c1ccc2cccnc2c1O (configuration not stated)	82	66	89	79	110	x	100	85
O=c1[nH]c2ccccc2c(O)c1/C=N/C(=S)NC1CCCCC1	94	100	100	83	103	98	99	116
O=C1c2ccc(Cl)cc2C(=O)c2ccc(Cl)cc21	102	97	98	85	99	x	86	115
CCOC(=O)CC(=O)CCc1ccccc1	106	115	98	105	108	101	102	93
Cc1c(-c2nnc(-c3ccccc3O)o2)nnn1-c1ccc([N+](=O)[O-])cc1	103	112	103	79	98	103	109	97
CN1C(=O)N(C)C2C1NN=c1s/c(=C3\C(=O)Nc4ccccc43)c(=O)n12 (configuration not stated)	84	103	95	73	97	77	97	143
COc1cccc(NC(=O)c2ccc(C(=O)Nc3cccc(OC)c3)cc2)c1	109	94	101	110	88	48	29	108
COc1ccc(N2N=C(c3ccc4c(c3)OCO4)CC2c2cccc(NC(=O)CCCNS(=O)(=O)c3ccc(Cl)cc3)c2)cc1 (configuration not stated)	62	87	66	59	x	54	88	65
CC1(C)OC(=O)C(=Cc2cccc(C#N)c2)C(=O)O1	105	105	104	90	104	99	102	101
CCOc1ccc(NC(=O)c2cc(OC)c(OC)c(OC)c2)cc1	56	11	32	52	56	40	53	60
COc1cc(CNC(=O)[C@]23CCC(C)(C)CC2C2=CCC4[C@@]5(C)CCC(OC(C)=O)C(C)(C)C5CC[C@@]4(C)[C@]2(C)CC3)ccc1OCc1cn(-c2ccc(Cl)c(Cl)c2)nn1 (some centres not stated)	98	114	109	77	93	73	91	145
O=C(CN1CCN(c2cc3c(cc2F)c(=O)c(C(=O)O)cn3C2CC2)CC1)Nc1ccc(C(=O)/C=C/c2ccc3c(c2)OCO3)cc1	111	111	92	105	105	95	118	113
O=S(=O)(c1ccccc1)n1cc2c(c1)-c1nc(Nc3ccccn3)sc1CC2	66	56	80	53	78	49	83	83
O=c1c(O)c(-c2ccccc2)oc2ccc(O)cc12	80	81	78	63	73	x	86	112
COc1ccc(/C=N/NC(=O)c2c(Nc3ccccc3)nn(CC(O)c3ccccc3)c2N)cc1 (configuration not stated)	98	90	101	79	99	83	91	91

Looked up by structure from the entries so far, 3 records:
SMILES	ACHN	NCI/ADR-RES	786-0	UO-31	SN12C	CAKI-1	IGROV1	TK-10
COc1cccc(NC(=O)c2ccc(C(=O)Nc3cccc(OC)c3)cc2)c1	109	94	101	110	88	48	29	108
COc1cc(CNC(=O)[C@]23CCC(C)(C)CC2C2=CCC4[C@@]5(C)CCC(OC(C)=O)C(C)(C)C5CC[C@@]4(C)[C@]2(C)CC3)ccc1OCc1cn(-c2ccc(Cl)c(Cl)c2)nn1 (some centres not stated)	98	114	109	77	93	73	91	145
COc1ccc(/C=N/NC(=O)c2c(Nc3ccccc3)nn(CC(O)c3ccccc3)c2N)cc1 (configuration not stated)	98	90	101	79	99	83	91	91

Returning to the listing with the two entries that preceded the break.
SMILES	ACHN	NCI/ADR-RES	786-0	UO-31	SN12C	CAKI-1	IGROV1	TK-10
O=c1c(O)c(-c2ccccc2)oc2ccc(O)cc12	80	81	78	63	73	x	86	112
COc1ccc(/C=N/NC(=O)c2c(Nc3ccccc3)nn(CC(O)c3ccccc3)c2N)cc1 (configuration not stated)	98	90	101	79	99	83	91	91
O=Cc1ccc(Cl)c2ccccc12	97	104	104	88	98	92	106	96
O=C1Nc2ccc(Cl)cc2/C1=c1/sc2nc3ccccc3n2c1=O	82	99	103	76	106	83	79	x
COC(=O)c1ccc2oc(NC(=O)c3ccc(NCCc4ccccc4)c([N+](=O)[O-])c3)nc2c1	82	80	88	75	80	84	74	104
CN(C)S(=O)(=O)n1cnc([C@H]2c3c(ncn3Cc3ccccc3)C[C@H]3COC(=O)[C@@H]32)c1	114	103	100	95	99	79	104	102
FC(F)(F)c1nc2nccc(-c3ccc4c(c3)OCO4)n2n1	102	109	102	80	102	93	89	122
Cc1ccccc1NP1(=O)OCCCN1Cc1ccccc1Cl (configuration not stated)	100	103	105	93	100	98	116	112
O=c1oc2c(C(F)(F)F)cccc2cc1-c1csc(Nc2ccc(OCCF)cc2)n1	23	18	9.8*	40	x	12	21	60
COc1ccc(OC)c(C(=O)/C=C/c2cc3c(c(OC)c2OC)OCO3)c1	68	63	100	64	75	52	72	122
CC(CCCO)Nc1ccnc2cc(Cl)ccc12 (configuration not stated)	110	97	101	82	102	99	100	102
C=CCSc1nc(-c2cc(OC)ccc2OC)cc(-c2ccccc2)c1C#N	73	89	92	83	108	87	95	97

Random draw from the library, and some 9.3% of all compounds hit somewhere here.
